tuberculosis growth: growth inhibition of non-replicating M. tuberculosis (AID 488890). Mycobacterium tuberculosis non-replicating, growth inhibition; higher % means a stronger effect. one-dose inhibition, % at 25 µM; IC50 in µM for titrated hits. 320,000 tested, 0.39% active; in the data active = a potency from the dose series; inconclusive = inhibition mostly from about 82% at the one dose, without a potency; inactive = the rest, 99 in 100 with inhibition below about 76%;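 note: plate controls were DMSO cells for no effect and high antibiotic wells for full effect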
H1N1 NS1A inhibition: H1N1 influenza NS1A inhibitors, functional cell based assay (AID 504329); NS1A functional cell-based assay, percent inhibition; higher % means a stronger effect; 340,000 tested, 0.3% active; one-dose inhibition, % at 12.5 µM; IC50 in µM for titrated hits; in the data active = a potency from the dose series; inconclusive = inhibition above about 27% without an active follow-up result; note: strong numbers were not always called active
PhoP GFP inhibition: Inhibition of PhoP regulon, Salmonella typhi GFP reporter cells, confirmation, 4 h (AID 1850); one-dose inhibition, % at 50 µM; IC50 in µM for titrated hits; Salmonella Typhi PhoP-promoter GFP reporter, fluorescence, 4 h; higher % means a stronger effect; 310,000 tested, 0.33% active; in the data active = a potency from the dose series; inconclusive = inhibition mostly from about 25% at the one dose, without a potency; inactive = the rest, 99 in 100 with inhibition below about 19%;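 note: 0% = induced wells with vehicle and 100% = uninduced wells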
VEEV TC-83 Vero: inhibitors of VEEV TC-83 cytopathic effect, confirmation, Vero cells (AID 588727); Vero cells, VEEV TC-83 cytopathic effect inhibition; higher % means a stronger effect; inhibition, % at 20 µM; hits with a dose series show IC50 in µM; 350,000 tested, 0.13% active; in the data active = a potency from the dose series; inconclusive = inhibition mostly from about 14% at the one dose, without a potency; inactive = the rest, 99 in 100 with inhibition below about 12%; note: strong numbers were not always called active
M. tuberculosis HTS: M. tuberculosis growth inhibition, HTS (AID 449762); M. tuberculosis H37Rv growth inhibition, 7H9 media; higher % means a stronger effect; one-dose inhibition, % at 25 µM; IC50 in µM for titrated hits; 330,000 tested, 0.59% active; in the data active = a potency from the dose series; inconclusive = inhibition above about 70% without an active follow-up result;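 note: bacterial growth assessed after seven days of incubation; strong numbers were not always called active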
VEEV TC-83 Vero 10K pilot screen: second read-out of VEEV TC-83 Vero, no call of its own (marks repeat the call); inhibition, %; measured here: 10K pilot screen inhibition
An asterisk follows results filed as active.

O=C(COC(=O)c1cc(-c2cccnc2)nc2ccccc12)Nc1ccc(F)cc1F was read as tuberculosis growth 15%, H1N1 NS1A inhibition -1%, PhoP GFP inhibition 5%, VEEV TC-83 Vero 0.7% and M. tuberculosis HTS 8%.
Screening COc1ccc(-c2cc(C(=O)N3CCN(c4ncccn4)CC3)c3ccccc3n2)cc1 returned tuberculosis growth 6%, H1N1 NS1A inhibition 5%, VEEV TC-83 Vero 5.2% and M. tuberculosis HTS 39%.
`Cc1cccc(Oc2c(C=O)c3ccccc3n2C)c1` gave tuberculosis growth 16%, H1N1 NS1A inhibition -22%, PhoP GFP inhibition 5%, VEEV TC-83 Vero 4.9% and M. tuberculosis HTS 1%.
Screening CCOc1ccccc1N(C)C(=O)c1sc2ncn(CC(=O)N3CCCCC3C)c(=O)c2c1C (stereo unspecified) returned tuberculosis growth 11%, H1N1 NS1A inhibition 6%, PhoP GFP inhibition 8%, VEEV TC-83 Vero 0.9% and M. tuberculosis HTS 4%.
For CC(C)c1ccc(S(=O)(=O)N2CCC(C(=O)N3CCN(c4cccc(Cl)c4)CC3)CC2)cc1 the results were H1N1 NS1A inhibition 0% and VEEV TC-83 Vero 1.6%.
Cc1noc(C)c1CSc1nc2ccccc2c(=O)n1-c1ccc(F)cc1F was read as tuberculosis growth 38%, H1N1 NS1A inhibition -2%, PhoP GFP inhibition 0%, VEEV TC-83 Vero 4.7% and M. tuberculosis HTS 10%.
Screening CC(C(=O)NCC1(c2ccccc2)CCOCC1)N1CCOCC1 (stereo unspecified) returned tuberculosis growth -7%, H1N1 NS1A inhibition -4%, PhoP GFP inhibition 5%, VEEV TC-83 Vero 0.1% and M. tuberculosis HTS -9%.
`CCc1onc(C)c1C(=O)Nc1cc(C)ccc1OC` gave tuberculosis growth -6%, H1N1 NS1A inhibition -11%, PhoP GFP inhibition -1%, VEEV TC-83 Vero 0.5% and M. tuberculosis HTS 2%.
Screening COc1ccc(CN(CC(=O)NCc2ccco2)C(=O)CCC(=O)Nc2nccs2)cc1 returned tuberculosis growth -1%, H1N1 NS1A inhibition -7%, PhoP GFP inhibition 3%, VEEV TC-83 Vero inactive and M. tuberculosis HTS -11%.
CC(C)CN(C(=O)c1cccc(S(=O)(=O)N2CCN(C)CC2)c1)C1CCS(=O)(=O)C1 (stereo unspecified) was read as tuberculosis growth -5%, H1N1 NS1A inhibition -3%, PhoP GFP inhibition -1%, VEEV TC-83 Vero 2.5% and M. tuberculosis HTS 2%.

4 records drawn at random from those above, as already listed:
Screening COc1ccc(CN(CC(=O)NCc2ccco2)C(=O)CCC(=O)Nc2nccs2)cc1 returned tuberculosis growth -1%, H1N1 NS1A inhibition -7%, PhoP GFP inhibition 3%, VEEV TC-83 Vero inactive and M. tuberculosis HTS -11%.
Screening CCOc1ccccc1N(C)C(=O)c1sc2ncn(CC(=O)N3CCCCC3C)c(=O)c2c1C (stereo unspecified) returned tuberculosis growth 11%, H1N1 NS1A inhibition 6%, PhoP GFP inhibition 8%, VEEV TC-83 Vero 0.9% and M. tuberculosis HTS 4%.
Screening COc1ccc(-c2cc(C(=O)N3CCN(c4ncccn4)CC3)c3ccccc3n2)cc1 returned tuberculosis growth 6%, H1N1 NS1A inhibition 5%, VEEV TC-83 Vero 5.2% and M. tuberculosis HTS 39%.
CC(C)CN(C(=O)c1cccc(S(=O)(=O)N2CCN(C)CC2)c1)C1CCS(=O)(=O)C1 (stereo unspecified) was read as tuberculosis growth -5%, H1N1 NS1A inhibition -3%, PhoP GFP inhibition -1%, VEEV TC-83 Vero 2.5% and M. tuberculosis HTS 2%.

Continued:
CC1CCCCC1NC(=O)c1ccncc1 (stereo unspecified) was read as tuberculosis growth 14%, H1N1 NS1A inhibition -5%, PhoP GFP inhibition -3%, VEEV TC-83 Vero inactive and M. tuberculosis HTS -15%.
Screening OCCNc1nc(Nc2ccccc2Oc2ccccc2)nc(N2CCCC2)n1 returned tuberculosis growth 17%, H1N1 NS1A inhibition 0%, PhoP GFP inhibition 6%, VEEV TC-83 Vero 7.4%, M. tuberculosis HTS inconclusive and VEEV TC-83 Vero 10K pilot screen 7.1.
For COc1ccc(S(=O)(=O)Nc2ccc3oc4ncccc4c(=O)c3c2)cc1OC the results were tuberculosis growth -6%, H1N1 NS1A inhibition -2%, PhoP GFP inhibition 11%, VEEV TC-83 Vero inactive and M. tuberculosis HTS -1%.
O=S(=O)(c1ccccc1Br)N1CCC(O)(c2cccnc2)CC1 was read as tuberculosis growth -5%, H1N1 NS1A inhibition 0%, PhoP GFP inhibition 13%, VEEV TC-83 Vero inactive, M. tuberculosis HTS -4% and VEEV TC-83 Vero 10K pilot screen 1.1.
Screening O=S(=O)(Nc1cccc(-c2cn3c(n2)SCC3)c1)c1cccs1 returned tuberculosis growth 21%, H1N1 NS1A inhibition 7%, PhoP GFP inhibition -9%, VEEV TC-83 Vero 3.6% and M. tuberculosis HTS 4%.
`CCn1c(SCC(=O)NNC(=S)Nc2ccccc2)nnc1-c1ccc(Cl)cc1` gave tuberculosis growth -18%, H1N1 NS1A inhibition -4%, PhoP GFP inhibition -8%, VEEV TC-83 Vero 0.7% and M. tuberculosis HTS 4%.
Cc1cc(C(=O)NCc2ccc(C(=O)O)o2)c(C)o1 was read as tuberculosis growth -7%, H1N1 NS1A inhibition 8%, PhoP GFP inhibition 1%, VEEV TC-83 Vero 0.9% and M. tuberculosis HTS 2%.
CCOC(=O)C1=CN(Cc2cccc(F)c2)S(=O)(=O)N(CC)C1CCc1ccccc1 (stereo unspecified) was read as H1N1 NS1A inhibition 1% and VEEV TC-83 Vero 0.7%.
`COc1ccc(C23CC4CC(CC(C4)C2)C3)cc1C(=O)NCCN(C)C` gave tuberculosis growth 63%, H1N1 NS1A inhibition -5%, PhoP GFP inhibition -6%, VEEV TC-83 Vero 4.1% and M. tuberculosis HTS 15%.
For CC(C)(C)c1ccc(C(=O)NC(=S)Nc2nc3c(s2)CCCC3)cc1 the results were tuberculosis growth 20%, H1N1 NS1A inhibition 8%, PhoP GFP inhibition -4%, VEEV TC-83 Vero 1.4% and M. tuberculosis HTS 4%.
COc1cc(C(=O)Nc2ccc(S(=O)(=O)Nc3nccc(C)n3)cc2)c([N+](=O)[O-])cc1OC was read as tuberculosis growth 10%, H1N1 NS1A inhibition -6%, PhoP GFP inhibition 1%, VEEV TC-83 Vero 0.4% and M. tuberculosis HTS -9%.
For COc1cc(CNCCc2ccccc2F)ccc1OCc1ccc(Cl)nc1 the results were tuberculosis growth -18%, H1N1 NS1A inhibition -2%, PhoP GFP inhibition 3%, VEEV TC-83 Vero inactive and M. tuberculosis HTS -7%.
Screening CC1(C)CC(NC(=O)c2cccc([N+](=O)[O-])c2)CC(C)(C)N1 returned tuberculosis growth -1%, H1N1 NS1A inhibition 6%, PhoP GFP inhibition -6%, VEEV TC-83 Vero inactive and M. tuberculosis HTS -3%.
For CCOC(=O)CN(C(=O)COc1nc(C)cc(C)c1C#N)c1ccc(Cl)cc1 the results were tuberculosis growth 12%, H1N1 NS1A inhibition 9%, PhoP GFP inhibition 3%, VEEV TC-83 Vero inactive and M. tuberculosis HTS 3%.
`Cn1c(=O)cc(SCC(=O)NCC2COc3ccccc3O2)c2ccccc21` (stereo unspecified) gave tuberculosis growth 23%, H1N1 NS1A inhibition 3%, PhoP GFP inhibition -1%, VEEV TC-83 Vero 1.5% and M. tuberculosis HTS 6%.
For COc1cccc(C(=O)NCC(=O)OCC(=O)NC2CCCCC2)c1 the results were tuberculosis growth -5%, H1N1 NS1A inhibition -24%, VEEV TC-83 Vero inactive and M. tuberculosis HTS -1%.
Screening CCN1CCCC1CNC(=O)Cn1cnc2sc(C)c(S(=O)(=O)N3CCC(C)CC3)c2c1=O (stereo unspecified) returned tuberculosis growth 3%, PhoP GFP inhibition -12% and M. tuberculosis HTS -12%.
For CCCCn1c(N)c(N(CC(C)C)C(=O)c2ccc(N3C(=O)c4ccccc4C3=O)cc2)c(=O)[nH]c1=O the results were tuberculosis growth 4%, H1N1 NS1A inhibition 5%, PhoP GFP inhibition 2%, VEEV TC-83 Vero inactive and M. tuberculosis HTS 1%.
Screening c1ccc(CCN(Cc2ccccc2)C2CCN(C3CCCC3)CC2)cc1 returned tuberculosis growth 31%, H1N1 NS1A inhibition 9%, PhoP GFP inhibition -22%, VEEV TC-83 Vero 3.7% and M. tuberculosis HTS 21%.
For CC(O)c1cccc(NC(=O)CCC(=O)O)c1 (stereo unspecified) the results were tuberculosis growth 3%, H1N1 NS1A inhibition 0%, PhoP GFP inhibition 5%, VEEV TC-83 Vero 1.0% and M. tuberculosis HTS 6%.
For Cc1c(C(=O)C(=O)N2c3ccccc3CC2C)c2ccccc2n1C (stereo unspecified) the results were tuberculosis growth 1%, H1N1 NS1A inhibition 2%, PhoP GFP inhibition 1%, VEEV TC-83 Vero inactive and M. tuberculosis HTS -6%.
CCc1cccc(CC)c1NC(=O)CSc1nc2ccc(N3C(=O)C4C(C3=O)[C@H]3C=C[C@@H]4C3)cc2s1 (stereo partly specified) was read as tuberculosis growth 23%, H1N1 NS1A inhibition 1%, PhoP GFP inhibition -5%, VEEV TC-83 Vero inactive and M. tuberculosis HTS -10%.
`CCCn1c(N)c(N2CCCCC2)c(=O)n(CC(=O)Nc2ccccc2)c1=O` gave tuberculosis growth -14%, H1N1 NS1A inhibition 9%, PhoP GFP inhibition 10%, VEEV TC-83 Vero 0.0% and M. tuberculosis HTS -1%.
For O=C(Nc1ccc(Br)cc1)c1ccc(F)c(S(=O)(=O)N2CCN(c3ccccn3)CC2)c1 the results were tuberculosis growth -3%, H1N1 NS1A inhibition -7%, PhoP GFP inhibition 8%, VEEV TC-83 Vero 0.6% and M. tuberculosis HTS -1%.
`C=CCn1cnc2c(nnn2-c2cc(C)cc(C)c2)c1=O` gave tuberculosis growth 6%, H1N1 NS1A inhibition 3%, PhoP GFP inhibition 9%, VEEV TC-83 Vero 1.2% and M. tuberculosis HTS 7%.
CC(C)=CCc1c(O)c(CC=C(C)C)c2c(c1O)-c1cc(O)c(O)cc1CC2 was read as tuberculosis growth 23%, PhoP GFP inhibition -5% and M. tuberculosis HTS 1%.
CC(=O)Nc1ccc(S(=O)(=O)NNC2=NS(=O)(=O)c3ccccc32)cc1 was read as tuberculosis growth -36%, H1N1 NS1A inhibition 4%, PhoP GFP inhibition 2%, VEEV TC-83 Vero inactive and M. tuberculosis HTS -5%.
Cn1cc(Cl)c(C(=O)OCC(=O)Nc2ccccc2)n1 was read as tuberculosis growth 1%, H1N1 NS1A inhibition 3%, PhoP GFP inhibition 6%, VEEV TC-83 Vero inactive and M. tuberculosis HTS -8%.
For Nc1c2c(nc3ccccc13)N(c1ccccc1)CC2 the results were tuberculosis growth 23%, H1N1 NS1A inhibition 6%, PhoP GFP inhibition -6%, VEEV TC-83 Vero 4.5% and M. tuberculosis HTS 4%.
Cc1ccc(NS(=O)(=O)c2ccccc2F)cc1S(=O)(=O)N1CCCCCC1 was read as H1N1 NS1A inhibition -1% and VEEV TC-83 Vero 4.2%.
`Cc1c(O)ccc2c(CN3CCN(C/C=C/c4ccccc4)CC3)cc(=O)oc12` gave tuberculosis growth 22%, H1N1 NS1A inhibition 2%, PhoP GFP inhibition 14%, VEEV TC-83 Vero 1.2% and M. tuberculosis HTS inconclusive.
`O=C1Nc2ccc3c(c2C1=Cc1cc2c(cc1Br)OCO2)OCO3` gave H1N1 NS1A inhibition -1% and VEEV TC-83 Vero inactive.
Screening CSc1nc2c(c(=O)n1-c1ccc(C)cc1)SCC2 returned tuberculosis growth 18%, H1N1 NS1A inhibition 3%, PhoP GFP inhibition -9%, VEEV TC-83 Vero 0.8% and M. tuberculosis HTS -2%.
For CC1CCCC(NC(=O)C2COc3ccccc3O2)C1C (stereo unspecified) the results were tuberculosis growth 17%, H1N1 NS1A inhibition -12%, VEEV TC-83 Vero 1.9% and M. tuberculosis HTS 17%.
For CCC(=O)Nc1ccc(C(=O)CSc2nc3ccccc3[nH]2)cc1 the results were tuberculosis growth 5%, H1N1 NS1A inhibition 8%, PhoP GFP inhibition -9%, VEEV TC-83 Vero 2.6% and M. tuberculosis HTS 9%.
Screening Cc1ccc(N2C(=O)N(CC(=O)Nc3cc(Cl)ccc3C)C(=O)C2C)cc1 (stereo unspecified) returned tuberculosis growth 2%, H1N1 NS1A inhibition -7%, PhoP GFP inhibition -1%, VEEV TC-83 Vero 2.3% and M. tuberculosis HTS 5%.
COc1ccc(C2CC23N=C(c2ccccc2)OC3=O)cc1 (stereo unspecified) was read as tuberculosis growth inconclusive, H1N1 NS1A inhibition -5%, PhoP GFP inhibition -3%, VEEV TC-83 Vero 0.7% and M. tuberculosis HTS 46%.
For C=CCSc1nc2c(cc1C#N)CCC2 the results were tuberculosis growth 7%, H1N1 NS1A inhibition -5%, PhoP GFP inhibition -5%, VEEV TC-83 Vero 2.5% and M. tuberculosis HTS -2%.
